Assay outcomes (PubChem BioAssay)
Pol iota inh = DNA polymerase iota (human) inhibition. Q9UNA4. Pol iota fluorescent replication assay, 10 min. Potency, µM (doses to about 115 µM), for inactives: at the top dose activity, negative = inhibition, actives largely listed as inhibitors. 390,000 tested, 1% active. AID 588590; note: potency is the fitted concentration of half-maximal effect
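Fluorescent replication assay read twice, at 0 min and 10 min after adding 50 nM (final) substrate. Enzyme (10 nM) and compounds were first incubated 15 min at room temperature; enzyme-free buffer wells were negative controls.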
RXFP1 antag = antagonists of human relaxin receptor RXFP1. Q9HBX9. HEK293-RXFP1, relaxin-stimulated cAMP HTRF, 30 min; hits give low values. activity change, negative = inhibition, % at 57.5 µM. 350,000 tested, 0.59% active. AID 1259400;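 active = activity change of -60% or lower, but not beyond a set lower limit; inconclusive = change between -60% and -40%, or beyond the set limit; inactive = change above -40%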; note: % is set by controls: 0 for no effect and ±100 for the full control effect
BLM helicase inh = Bloom syndrome helicase (human) inhibition. AID 2528. Potency, µM (titrated, usually from 56.1 µM), for the others: at the highest dose activity change, negative = inhibition, hits mostly inhibitors. 350,000 tested, 0.2% active. recombinant BLM DNA unwinding, fluorescence dequenching;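 note: potency is the fitted concentration of half-maximal effect; plate controls were vehicle for no effect and no enzyme for full effect; nearly all actives have a fitted effect of over 35% in size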
Target sequence (P54132 whole entry, looked up): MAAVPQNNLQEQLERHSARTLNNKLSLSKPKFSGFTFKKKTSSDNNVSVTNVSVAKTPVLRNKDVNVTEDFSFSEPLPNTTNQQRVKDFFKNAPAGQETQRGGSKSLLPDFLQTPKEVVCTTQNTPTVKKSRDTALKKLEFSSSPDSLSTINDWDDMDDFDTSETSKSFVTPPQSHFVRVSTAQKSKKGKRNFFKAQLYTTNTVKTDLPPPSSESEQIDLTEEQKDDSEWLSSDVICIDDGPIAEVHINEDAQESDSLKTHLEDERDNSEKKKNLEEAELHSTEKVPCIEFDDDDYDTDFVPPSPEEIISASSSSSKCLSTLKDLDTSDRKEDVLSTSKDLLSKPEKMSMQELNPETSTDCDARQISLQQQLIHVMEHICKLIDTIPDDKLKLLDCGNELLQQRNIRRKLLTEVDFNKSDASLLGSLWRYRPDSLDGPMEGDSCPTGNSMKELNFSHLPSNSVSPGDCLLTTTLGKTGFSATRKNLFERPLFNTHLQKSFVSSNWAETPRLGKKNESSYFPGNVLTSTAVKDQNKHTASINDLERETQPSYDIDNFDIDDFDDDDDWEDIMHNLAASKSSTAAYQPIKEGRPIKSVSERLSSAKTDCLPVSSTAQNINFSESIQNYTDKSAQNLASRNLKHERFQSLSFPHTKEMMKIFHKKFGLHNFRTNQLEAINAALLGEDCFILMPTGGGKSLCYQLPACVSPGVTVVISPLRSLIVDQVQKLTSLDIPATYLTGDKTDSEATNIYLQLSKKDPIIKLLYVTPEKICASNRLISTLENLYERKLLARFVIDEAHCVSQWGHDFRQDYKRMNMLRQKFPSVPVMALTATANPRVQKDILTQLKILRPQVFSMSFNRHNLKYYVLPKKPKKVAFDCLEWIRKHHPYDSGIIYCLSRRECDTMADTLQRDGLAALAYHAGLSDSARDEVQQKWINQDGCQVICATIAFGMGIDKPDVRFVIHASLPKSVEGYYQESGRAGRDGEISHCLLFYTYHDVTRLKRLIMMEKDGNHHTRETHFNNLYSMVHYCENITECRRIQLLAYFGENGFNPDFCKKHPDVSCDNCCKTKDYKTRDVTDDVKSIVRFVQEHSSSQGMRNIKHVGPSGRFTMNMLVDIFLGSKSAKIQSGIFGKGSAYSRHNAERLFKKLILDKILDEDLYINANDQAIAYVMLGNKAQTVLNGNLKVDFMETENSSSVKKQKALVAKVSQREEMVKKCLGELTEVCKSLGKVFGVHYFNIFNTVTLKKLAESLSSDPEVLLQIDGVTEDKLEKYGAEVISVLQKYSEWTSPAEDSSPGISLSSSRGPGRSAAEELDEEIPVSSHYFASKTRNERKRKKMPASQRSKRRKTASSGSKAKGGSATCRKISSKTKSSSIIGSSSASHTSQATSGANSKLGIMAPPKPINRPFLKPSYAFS
APE1 inh = APE1 (human) endonuclease inhibition; Potency, µM (highest dose often 65.8 µM), for the others: at the highest dose activity change, negative = inhibition, usual class: inhibitors; 350,000 tested, 0.35% active; P27695; recombinant APE1, TAMRA/BHQ-2 abasic DNA cleavage fluorescence;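 note: potency is the fitted concentration of half-maximal effect; plate controls were vehicle for no effect and reference inhibitor for full effect; nearly all actives have a fitted effect of over 55% in size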
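Step 1: APE1 (0.75 nM) with compound, 15 min RT. Step 2: add 50 nM fluorophore/quencher THF duplex. Step 3: three fluorescence reads 60 s apart (525/598 nm); read 3 minus read 1 = reaction progress.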
PGK inhibitor = T. brucei PGK inhibition; P07378; PGK/GAPDH coupled, Kinase-Glo luminescence, 60 min; Potency, µM (top dose mostly 57.5 µM), inactives show at the highest dose activity change, negative = inhibition, usual class: inhibitors; 380,000 tested, 0.043% active; note: potency is the fitted concentration of half-maximal effect; % is set by controls: 0 for no effect and ±100 for the full control effect; nearly all actives have a fitted effect of over 60% in size
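Luminescent ATP detection (Kinase-Glo Plus) follows a 60-minute room-temperature incubation, with wells lacking PGK as controls. Buffer: 100 mM TEA (pH 7.6), 5 mM MgCl2, 0.01% Tween-20. Coupling enzyme GAPDH (100 nM final) supplies unstable 1,3-BPG in-well.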
POLH inh = blocks human DNA polymerase eta activity. recombinant Pol eta, fluorescent DNA replication assay. Potency, µM (titrated, usually from 114 µM), inactives show top-dose activity change, negative = inhibition, most hits filed as inhibitors. 390,000 tested, 1.2% active. AID 588591; note: potency is the fitted concentration of half-maximal effect; % is set by controls: 0 for no effect and ±100 for the full control effect
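Pol eta at 10 nM preincubated with compounds 15 min at room temperature; reaction started with fluorescent substrate (50 nM final) and read kinetically at 0 and 10 min.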
Pol beta inh = DNA polymerase beta (human) inhibition | Pol beta primer extension/strand displacement, fluorescence kinetic | P06746 | Potency, µM (doses to about 114 µM), for the others: at the highest dose activity change, negative = inhibition, most hits filed as inhibitors | AID 485314 | 340,000 tested, 1.3% active; note: potency is the fitted concentration of half-maximal effect; % is set by controls: 0 for no effect and ±100 for the full control effect
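Preincubation: enzyme (10 nM) with compound, 15 min, RT. Reaction: substrate added to 50 nM final. Reads: 0 and 10 min. Analysis: normalized, Hill fit.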
POLK inh = blocks human DNA polymerase kappa activity; Q9UBT6; purified Pol kappa, fluorescent DNA synthesis assay, 10 min; Potency, µM (doses to about 107 µM), for inactives: top-dose activity, negative = inhibition, actives largely listed as inhibitors; 400,000 tested, 0.53% active; note: potency is the fitted concentration of half-maximal effect; % is set by controls: 0 for no effect and ±100 for the full control effect
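10 nM Pol kappa preincubated 15 min at room temperature with compounds, then reaction started with substrate at 50 nM final. Fluorescence read kinetically at 0 and 10 min; buffer-only wells served as negative control.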
Apoferritin bind = binds horse apoferritin like a general anesthetic; apoferritin/1-aminoanthracene competitive binding, fluorescence; Potency, µM (series often up to 77.5 µM), for the others: at the top dose activity change, negative = displacement, hits mostly inhibitors; 350,000 tested, 0.074% active; P02791; note: potency is the fitted concentration of half-maximal effect; % is set by controls: 0 for no effect and ±100 for the full control effect; nearly all actives have a fitted effect of over 20% in size
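Horse-spleen apoferritin (10 uM) in 50% saturated 1-aminoanthracene in PBS was incubated 10 min at room temperature with compound. Fluorescence (ex 380, em 535 nm) was normalized to free and bound 1-AMA, with concentration-response fitted by a four-parameter Hill equation.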
Active calls of the source: *; i = inactive; u = inconclusive; x = no result given; [ ] = dose if it differs, or a comment. Unless noted, calls come from the whole dose curve; as a rule, active = well fitted curve in the direction sought with a large enough effect; inconclusive = small, poorly fitted or top-dose-only effect, or another doubt; inactive = no such curve, though single readings can be large; an effect the other way counts as inactive or inconclusive.

molecule	Pol iota inh	RXFP1 antag	BLM helicase inh	APE1 inh	PGK inhibitor	POLH inh	Pol beta inh	POLK inh	Apoferritin bind
C=CCCN(Cc1ccc(OC)cc1)S(=O)(=O)c1ccccc1Br	-9%	x	-10%	-6%	x	x	x	-5%	-6%
CN(C)c1nc(C(=O)NN)nc(N(C)C)n1	-21%	11	-1%	5%	x	-1%	-12%	-2%	-8%
COc1cccc2cc(S(=O)(=O)c3ccc(C)cc3)/c(=N/NS(=O)(=O)c3ccc(C)cc3)oc12	17%	11	-4%	17%	i	-2%	32%	-11%	-6%
CCN1C[C@@H]2[C@@H]3C(=O)N(C)C(=O)[C@@H]3[C@](C)(C1=O)N2C(=O)c1ccc(Br)cc1	38%[activator]	x	x	x	6%	-19%	x	3%	x
Cc1ccc2cccc(NC(=O)C(C)(C)Oc3ccc(Br)cc3)c2n1	-2%	x	-5%	x	-7%	-4%	0%	5%	35%[activator]
Cc1ccccc1CC(=O)N1CCCc2ccccc21	-4%	-8	-6%	4%	-8%	-10%	-1%	10%	u
COC(=O)C1=C(C)OC(N)=C(C#N)C1c1cc(OC)c(OCC(N)=O)cc1Cl (stereo not given)	4%	-14	-4%	-5%	0%	-5%	2%	-3%	1%
COc1ccc(C(=O)c2ccc(OC)c(OC)c2)cc1	5%	11	-2%	3%	10%	-8%	6%	10%	-8%
Cc1nnc2ccc(-c3cccc(NC(=O)c4ccc(Br)o4)c3)nn12	-3%	-75*	-1%	6%	-1%	-4%	1%	10%	-13%
Cc1ccc(S(=O)(=O)c2ccsc2NC(=O)c2ccccc2)cc1	-12%	-12	x	x	-2%	-12%	x	-6%	x
Cc1cccn2c(=O)c3cc(C#N)c(=O)n(CCCN4CCOCC4)c3nc12	11%	1	101%[activator]	-1%	-2%	u	3%	-13%	283%[activator]
COc1cc(=O)n(C)c2ccccc12	25%	-16	4%	2%	-6%	1%	25%	-4%	-1%
CCOC(=O)C(Cc1ccc(NC(C)=O)cc1)N1C(=O)c2ccccc2C1=O (stereo not given)	24%	-2	x	1%	0%	-17%	x	3%	x
CN(Cc1ccccc1)C(=O)c1ccc2c(c1)N(Cc1ccc(Cl)cc1)C(=O)c1ccccc1S2=O (stereo not given)	6%	x	-7%	x	-2%	-16%	-27%	-9%	-14%
O=C(CN1CCN(C/C=C/c2ccccc2)CC1)Nc1ccc(F)cc1F	124%[activator]	-14	-1%	-6%	-6%	-3%	-25%	-8%	-18%
CCCCN(C(=O)CN1C(=O)C2CCCCC2C1=O)c1c(N)n(Cc2ccccc2)c(=O)[nH]c1=O (stereo not given)	13%	-8	x	5%	-7%	-10%	x	-10%	x
CCN(CC)S(=O)(=O)c1ccc(NS(=O)(=O)c2cccc(C)c2)cc1	23%	9	-1%	-2%	-3%	-5%	-2%	-11%	u
CCN(CC)CCNC(=O)c1ccc(NC2=NC3CS(=O)(=O)CC3S2)cc1 (stereo not given)	-15%	-9	-6%	2%	0%	-7%	69%	-22%	-9%
CC(C)(C)c1ccc(-c2nc(-c3ccncc3)no2)cc1	7%	u	-9%	2%	-14%	-16%	-14%	-2%	8%
COc1ccc(/C=C(\C#N)C(=O)OCCNC(=O)c2ccncc2)cc1	-20%	0	-2%	-3%	1%	0%	2%	-10%	-14%
Cc1ccc(C(C)C)cc1S(=O)(=O)Nc1cccnc1	151%[activator]	-2	-2%	-1%	7%	-25%	-2%	-8%	-2%
CC1CN(CCCCOc2ccc(Cl)c3ccccc23)CC(C)O1 (stereo not given)	61%[activator]	u	5%	-9%	6%	-7%	-2%	-2%	-4%
O=C(COc1ccccc1C(=O)O)Nc1ccc(SC(F)F)cc1	18%	5	5%	4%	-8%	5%	-9%	15%	0%
Cc1ccc(NC(=O)CN(C)CC(=O)NC2CCCc3ccccc32)cc1 (stereo not given)	4%	-9	-3%	u	-3%	-6%	21%	-32%	3%
COC(=O)c1ccc(CN2C(=O)C3CCCCC3C2=O)o1 (stereo not given)	16%	4	-13%	9%	-10%	2%	-17%	4%	-18%
CCc1ccc(-c2cc(C)no2)cc1S(=O)(=O)NC(C)Cc1ccco1 (stereo not given)	27%	-30	-7%	-4%	-10%	-23%	6%	-4%	-2%
NS(=O)(=O)c1cccc(NC(=O)COC(=O)Cn2cnc3ccccc32)c1	u	-7	-2%	2%	-6%	-16%	11%	-16%	-6%
CN(CC(=O)Nc1ccc(F)cc1[N+](=O)[O-])C1CCS(=O)(=O)C1 (stereo not given)	34%[activator]	6	x	10%	-2%	-23%	x	1%	x
C[C@@H](CO)NC(=O)c1ccc2c3n(nc2c1)-c1ccccc1CO3	7%	x	1%	0%	u	-3%	0%	1%	1%
CCC/C(C(=O)NCCO)=C1/c2ccccc2C(=O)N1c1ccccc1	1%	x	x	3%	-2%	-8%	x	3%	x
CCOC(=O)N1CCN(S(=O)(=O)c2ccc(OC)c(Cl)c2Cl)CC1	25%	2	-3%	-1%	i	-8%	1%	-3%	-1%
CCN(CC(=O)Nc1ccccc1Br)Cc1nc2ccccc2c(=O)[nH]1	0%	-8	-2%	-4%	5%	-2%	-1%	-22%	u
CCC(Oc1ccccc1)C(=O)Nc1nnc(S(=O)(=O)N2CCCCC2)s1 (stereo not given)	-34%	-7	-4%	-8%	-1%	0%	-20%	-14%	-17%
CCOc1ccc2c(c1)C(c1ccc(C)cc1)=NNC(c1ccc(OC)cc1)=N2	1%	5	-3%	-3%	-6%	-3%	8%	-2%[60.1 µM]	u
COc1ccc2nc3c(cc2c1)Cn1c-3nc2ccccc2c1=O	u	x	-10%	16%	x	x	x	-3%	8%
COc1ccc(C(=O)NC2CCCCC2)cc1S(=O)(=O)N1CCCC1	11%	6	0%	0%	-3%	8%	8%	-19%	-10%
O=C(Nc1cccc2ccccc12)N1CCN(c2ccccc2)CC1	0%	-5	-5%	6%	-1%	-9%	u	-20%	6%
CCOC(=O)c1ccc(/[N+]([O-])=C/c2ccccc2)cc1	14%	x	x	23%	-9%	5%	x	4%	x
CCCC[C@H](NC(=O)[C@@H]1CCCN1C(=O)[C@H]1CCCN1C(=O)[C@H](Cc1ccccc1)NC(=O)[C@@H](Cc1c[nH]c2ccccc12)NC(=O)[C@H](C)NC(=O)[C@H](CCCN=C(N)N)NC(=O)OC(C)(C)C)C(N)=O	x	x	1%	12%	x	x	x	-13%[60.1 µM]	6%
O=C(Nc1ccc(Br)cc1)C1CC=CCC1C(=O)OCC1CCCO1 (stereo not given)	-20%	3	-3%	4%	x	0%	5%	-5%	u

Record cards, as listed above.
Results for CCC/C(C(=O)NCCO)=C1/c2ccccc2C(=O)N1c1ccccc1 = Pol iota inh: 1%; RXFP1 antag: x; BLM helicase inh: x; APE1 inh: 3%; PGK inhibitor: -2%; POLH inh: -8%; Pol beta inh: x; POLK inh: 3%; Apoferritin bind: x
Results for O=C(COc1ccccc1C(=O)O)Nc1ccc(SC(F)F)cc1 = Pol iota inh: 18%; RXFP1 antag: 5; BLM helicase inh: 5%; APE1 inh: 4%; PGK inhibitor: -8%; POLH inh: 5%; Pol beta inh: -9%; POLK inh: 15%; Apoferritin bind: 0%

Next part.
molecule	Pol iota inh	RXFP1 antag	BLM helicase inh	APE1 inh	PGK inhibitor	POLH inh	Pol beta inh	POLK inh	Apoferritin bind
O=C(Cn1cc(C(F)(F)F)ccc1=O)N1CCN(S(=O)(=O)c2ccccc2)CC1	-1%	-7	2%	1%	-3%	7%	6%	-6%	-7%
CCN(CC)c1ccc(C=C2SC(=S)NC2=O)cc1	u	u	x	x	-4%	u	x	u	x
C=CCNc1nc(-c2ccccc2)nc(-n2ccnc2)n1	3%	-7	0%	0%	13%	3%	-1%	-15%	-8%
COc1ccc(CC(=O)Nc2nnc3n2CCS3)cc1OC	-13%	x	0%	x	-2%	-8%	5%	-3%[60.1 µM]	9%
Cc1ccc(C(=O)N2CCC(C)CC2)cc1S(=O)(=O)N1CCCCC1	28%	4	-3%	0%	7%	-6%	94%	-4%	-13%
CCOC(=O)c1ccc(NC(=S)NC2CCCC2)cc1	u	13	-5%	0%	7%	-19%	14%	-4%	-9%
COc1ccc(N(C(=O)c2snc(C(N)=O)c2N)C(C(=O)NC2CCCC2)c2cccs2)c(OC)c1 (stereo not given)	140%[activator]	-5	-8%	38%	i	-20%	-3%	-7%	4%
COc1ccccc1NC(=O)COc1ccccc1	4%	5	-5%	-1%	x	3%	6%	-14%	-18%
O=C(CN1C(=O)NC2(CCCCC2)C1=O)N1CCc2ccccc2C1	24%	9	0%	-2%	-2%	-17%	2%	-11%	-21%
CCCOC(=O)C1C2C=CC(C2)C1C(=O)OCC(=O)c1ccccc1 (stereo not given)	3%	9	-4%	u	-1%	-7%	4%	-16%	-5%
CCOC(=O)C1CCCN(S(=O)(=O)c2c(C)[nH]c(C)c2C(=O)N2CCCC2)C1 (stereo not given)	21%	6	0%	-13%	2%	-11%	-5%	-16%	-3%
Cc1ccc(NC(=O)c2ncn(CCCNCC3CCCO3)n2)cc1C (stereo not given)	-17%	x	x	x	4%	-4%	x	-16%	x
COc1ccc(CCNC(=O)CCCn2c(=O)c3ccccc3n(CC(=O)Nc3c(C)cc(C)cc3C)c2=O)cc1OC	22%	x	-11%	x	-1%	-8%	18%	8%	-3%
Cc1ccc(-c2nc3cccnc3s2)cc1NS(C)(=O)=O	4%	5	3%	-6%	6%	-4%	-3%	-14%	-1%
O=C1C=C(c2ccccc2)CC(/C=C/c2ccccc2)C1 (stereo not given)	9%	-13	-4%	0%	i	-9%	4%	-4%	-14%

A portion of the library. The share of hits here may be higher or lower than overall.
